GLP1R ag – GLP-1 receptor (human) agonism | P43220 | HEK293 GLP-1R CRE-luciferase, luminescence, 4-6 h; cells express a hypersensitive GLP-1R form | Potency, µM (titrated, usually from 45.6 µM), for the others: at the highest dose activation, most hits filed as activators | 380,000 compounds, 0.007% hits; note: potency is the fitted concentration of half-maximal effect; % of control where 0% means no effect
PLK1 PBD block – PLK1 (human) polo-box domain binding inhibition. AID 720504. 360,000 compounds, 2.8% hits. Plk1 PBD binding of FITC phosphopeptide, fluorescence polarization. Potency, µM, without a hit: max response, negative = inhibition, actives largely listed as inhibitors. P53350; note: potency is the fitted concentration of half-maximal effect; series mostly up to about 57 µM; % is set by controls: 0 for no effect and ±100 for the full control effect; nearly all actives have a fitted effect of over 65% in size
Target sequence (P53350 whole entry, looked up, the tested form may be a part): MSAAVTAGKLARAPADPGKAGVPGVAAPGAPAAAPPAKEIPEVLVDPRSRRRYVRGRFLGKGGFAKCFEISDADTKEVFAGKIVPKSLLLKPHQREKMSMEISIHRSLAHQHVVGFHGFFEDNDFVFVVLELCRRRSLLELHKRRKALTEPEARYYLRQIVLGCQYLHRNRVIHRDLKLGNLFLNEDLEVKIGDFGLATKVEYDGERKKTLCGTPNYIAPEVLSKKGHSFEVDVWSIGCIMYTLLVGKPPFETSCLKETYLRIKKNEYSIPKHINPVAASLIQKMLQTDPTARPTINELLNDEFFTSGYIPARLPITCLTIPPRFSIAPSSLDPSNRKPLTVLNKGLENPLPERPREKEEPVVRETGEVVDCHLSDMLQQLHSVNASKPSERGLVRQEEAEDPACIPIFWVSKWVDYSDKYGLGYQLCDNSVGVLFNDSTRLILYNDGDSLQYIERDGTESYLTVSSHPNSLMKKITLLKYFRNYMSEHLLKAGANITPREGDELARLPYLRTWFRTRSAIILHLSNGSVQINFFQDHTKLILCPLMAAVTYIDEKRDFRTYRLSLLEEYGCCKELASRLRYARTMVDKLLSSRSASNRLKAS
EPAC1 antagonist – EPAC1 (human) antagonism; O95398; EPAC1 GEF assay, Rap1b-BODIPY-GDP exchange fluorescence; Potency, µM (titrated, usually from 115 µM), without a hit: top-dose activity change, negative = inhibition, most hits filed as inhibitors; 360,000 compounds, 0.14% hits; AID 720709;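 note: potency is the fitted concentration of half-maximal effect; plate controls were vehicle for no effect and positive control for full effect; nearly all actives have a fitted effect of over 50% in size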
PTHR1 agonist – agonists of human PTHR1 parathyroid hormone receptor; HEK293 GP2 PTHR1 cells, GloSensor cAMP luminescence, 1 h; Potency, µM (series often up to 115 µM), for inactives: at the top dose activation, most hits filed as activators; 410,000 compounds, 0.075% hits; note: potency is the fitted concentration of half-maximal effect; nearly all actives have a fitted effect of over 55% in size; some results filed as inactive show a strong effect at the top dose; inactives centre near -15; many of its hits are not listed in these tables
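HEK-293-derived GP2 cells expressing PTHR1 and a GloSensor cAMP reporter, 3,000/well, plated overnight, given luciferin plus IBMX (each 0.5 mM as added) for 1 h at 37 °C, then compound for 1 h at 37 °C. Luminescence was read after 15 min at room temperature.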
PI5P4K alpha inh – blocks human PI5P4K alpha kinase activity | PI5P4Kalpha enzyme, ADP-Glo luminescence, 60 min; stronger effect = lower value | 330,000 compounds, 1.2% hits | P48426 | max response, %; active = max response of -50% or lower; inconclusive = between -30% and -50%; inactive = -30% or higher; note: value at the top dose of about 77 µM; % is set by controls: 0 for no effect and ±100 for the full control effect
Target sequence (P48426 whole entry, looked up): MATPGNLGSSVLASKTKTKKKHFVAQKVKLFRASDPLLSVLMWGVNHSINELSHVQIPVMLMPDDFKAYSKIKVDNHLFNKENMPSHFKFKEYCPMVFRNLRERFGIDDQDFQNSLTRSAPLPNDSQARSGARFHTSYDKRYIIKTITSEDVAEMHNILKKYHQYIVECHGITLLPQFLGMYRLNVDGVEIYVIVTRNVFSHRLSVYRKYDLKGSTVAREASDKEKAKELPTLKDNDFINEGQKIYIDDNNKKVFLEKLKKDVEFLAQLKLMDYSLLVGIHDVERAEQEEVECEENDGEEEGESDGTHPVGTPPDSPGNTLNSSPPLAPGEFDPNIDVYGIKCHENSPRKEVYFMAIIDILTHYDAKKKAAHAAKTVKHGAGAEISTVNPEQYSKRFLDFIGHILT
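Enzyme plus substrate dispensed, test compounds pinned in, then ATP (5 microM final) added. After 60 min at RT, ADP-Glo reagent 1 for 45 min and reagent 2 for 30 min preceded luminescence imaging.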
IL-2 act – activators of IL-2. 360,000 compounds, 0.065% hits. IL-2 activation reporter assay, cell-based qHTS; stimulated with anti-CD3/CD4/CD28 beads; in transgenic mouse T cells. activation, % (series mostly up to about 46 µM); in the data active = activation above about 50%; inconclusive = mostly about 30% to 49%; note: 0% is about no effect
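Unstimulated transgenic mouse T cells, 750 per well, received compound and, after 60 minutes, anti-CD3/anti-CD4 bead plus anti-CD28 stimulation. EGFP and DsRed were quantified after 18 hours.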
EPAC1 agonist – EPAC1 (human) agonism; AID 720707; 360,000 compounds, 0.073% hits; Potency, µM (top dose mostly 154 µM), for the others: at the highest dose activation, actives largely listed as activators; EPAC1 agonist qHTS, biochemical assay; response scale: 100% = response to 6.5 mM cAMP; O95398; note: potency is the fitted concentration of half-maximal effect; nearly all actives have a fitted effect of over 60% in size
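Nucleotide exchange by EPAC1 (100 nM) on Rap1B–BODIPY-GDP (250 nM) in the presence of 50 uM GDP is tracked fluorescently at 480/540 nm over 30 min. Signals are normalized to a 6.5 mM cAMP control.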
GLP1R inv ag – inverse agonists of human GLP-1 receptor. P43220. HEK293 GLP-1R CRE-luciferase, luminescence, 24 h; GLP-1R form is constitutively active. Potency, µM (doses to about 38.3 µM), without a hit: top-dose activity change, negative = inhibition, actives largely listed as inhibitors. 410,000 compounds, 1.6% hits. AID 624417; note: potency is the fitted concentration of half-maximal effect; % is set by controls: 0 for no effect and ±100 for the full control effect; nearly all actives have a fitted effect of over 55% in size
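HEK293 cells stably co-expressing constitutively active GLP-1R and a cAMP-responsive luciferase reporter were seeded in DMEM with 10% Nu serum, given compounds after 12 h, and incubated 24 h at 37 deg C. Luminescence was then read.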
HEK293 tox – cytotoxicity counter-screen for GLP-1 receptor inverse agonists; HEK293 cAMP-luciferase reporter cells, luminescence, 24 h; Potency, µM (series often up to 38.3 µM), without a hit: at the highest dose activity change, negative = inhibition, usual class: inhibitors; 410,000 compounds, 0.13% hits; AID 624418;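 note: loss of luciferase light is scored as toxicity; potency is the fitted concentration of half-maximal effect; % is set by controls: 0 for no effect and ±100 for the full control effect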
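Seeding density was 200 cells/uL; after overnight-length (12 h) culture, 23 nL compounds went on for 24 h at 37 °C. Readout used a luciferase detection reagent, luminescence taken after 12 min at room temperature.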
An asterisk follows results filed as active; i = inactive; ? = inconclusive; . = no result given; [ ] = another dose, or the depositor's remark. Unless noted, calls come from the whole dose curve; as a rule, active = well fitted curve in the direction sought with a large enough effect; inconclusive = small, poorly fitted or top-dose-only effect, or another doubt; inactive = no such curve, though single readings can be large; an effect the other way counts as inactive or inconclusive.

compound	GLP1R ag	PLK1 PBD block	EPAC1 antagonist	PTHR1 agonist	PI5P4K alpha inh	IL-2 act	EPAC1 agonist	GLP1R inv ag	HEK293 tox
Cc1cccc(NC(=O)CCN2C(=O)c3ccccc3C2=O)c1	-3%	-17%	-5%	3%	-4	-0.3	6%	14%	4%
O=C(CCCCCN1C(=O)c2ccccc2C1=O)Nc1cccc(O)c1	5%	0%	2%	-32%[inhibitor]	-8	-0.3	6%	4%	-8%
Cc1c(OCc2nn[nH]n2)ccc2c(-c3ccccc3)cc(=O)oc12	-1%	-8%	3%	21%[57.5 µM]	.	1.7	4%	0%	2%
CCOc1ccc2[nH]c(=O)c(CN(CCOC)C(=O)N3CCOCC3)cc2c1	0%	-6%	-2%	-23%[57.5 µM]	1	-0.4	-7%	3%	-4%
O=S1(=O)CCC(NC(=S)Nc2ccccc2)C1 (stereo not given)	7%	0%	10%	-16%	9	1.2	6%	7%	-3%
O=C(Nc1ccc(Cl)c(S(=O)(=O)N2CCOCC2)c1)c1n[nH]c(=O)c2ccccc12	-2%	3%	5%	-20%	-1	0.3	14%	-1%	0%
O=C(COC(=O)Cn1cnc2ccccc21)NCc1ccc(F)cc1	-6%	-3%	2%	-14%	3	2.2	-1%	5%	26%
CCN(CC)S(=O)(=O)c1ccc(O)c(C(=O)OCC(=O)Nc2cc(C)c(C)cc2[N+](=O)[O-])c1	11%	-10%	-15%	-3%	1	3.2	0%	-1%	-1%
COC(=O)c1cccc(NC(=O)CCN2C(=O)NC(C)(C)C2=O)c1	2%	9%	11%	i	1	-1.5	2%	12%	-30%
O=C(Cn1cnc2c(cnn2-c2ccc(F)cc2)c1=O)OCc1ccccc1	-8%	5%	10%	-3%[57.5 µM]	-6	0.1	1%	-4%	12%
COc1cc2c(=O)c(-c3ccc(O)cc3)coc2cc1OC1OC(CO)C(O)C(O)C1O (stereo not given)	1%	-8%	-5%	-7%	2	0.0	8%	8%	22%
Cc1ccccc1OCCC(=O)OCC(=O)Nc1cc(S(=O)(=O)N2CCOCC2)ccc1Cl	2%	-3%	-11%	i	0	2.3	3%	-4%	-1%
CC(C)CC1NC(=O)N(CC(=O)N2CCN(S(=O)(=O)c3ccc4ccccc4c3)CC2)C1=O (stereo not given)	-1%	-3%	-5%	-33%[inhibitor][57.5 µM]	7	-0.6	-2%	?	18%
COc1cccc2sc(NNC(=O)c3nc4ccccc4s3)nc12	-4%	?	-7%	i	-61*	-3.8	-11%	?	-3%
CCOC(=O)/C=C/c1cc(F)ccc1O	.	-4%	-25%	-53%[inhibitor]	2	1.6	-2%	23%	1%

compound	GLP1R ag	PLK1 PBD block	EPAC1 antagonist	PTHR1 agonist	PI5P4K alpha inh	IL-2 act	EPAC1 agonist	GLP1R inv ag	HEK293 tox
CC(C)c1[nH]nc2c1C(c1ccco1)C(C#N)=C(N)O2 (stereo not given)	-13%	-2%	0%	-23%	-12	-1.4	10%	-8%	-2%
N#C/C(=C/N1CCOCC1)c1ccccc1	1%	-8%	-9%	i	6	-1.6	0%	?	?
O=C(NC(=O)c1ccccc1)Nc1cccc(S(=O)(=O)N2CCCCC2)c1	15%	-9%	-2%	-7%	-1	-0.5	12%	17%	5%
CCNc1nc(NCC)nc(N/N=C/c2ccccc2)n1	-3%	4%	-14%	-29%	-1	-1.5	-2%	7%	?
COc1cnc(-c2cccc(C(F)(F)F)c2)[nH]c1=O	7%	5%	4%	-25%	5	-1.4	5%	11%	0%
COc1ccc(/C=N/NC(=O)c2cc[n+]([O-])cc2)cc1O	0%	-2%	16%	-14%	-7	1.3	0%	2%	-4%
Cc1ccc(S(=O)(=O)NC(C(=O)N2CCOCCOCCOCC2)c2ccccc2)cc1 (stereo not given)	2%	-7%	1%	-24%	13	0.8	8%	36%[activator]	2%
CCOC(=O)c1cccc(COC(=O)c2cccc(-c3nnc(-c4ccccc4)o3)c2)c1	-2%	2%	9%	-3%	1	1.3	2%	?	-2%
COc1ccc(-c2[nH]ncc2CNC(C)CCn2cccn2)cc1F (stereo not given)	-2%	-11%	6%	-25%	?	-1.8	13%	-22%	12%
N#C/C(=C(/O)c1cccc(F)c1)c1nc2ccccc2s1	-5%	-17%	1%	-37%[inhibitor]	3	-0.4	3%	-22%	-19%
Cc1ccc(NN=C2c3ccccc3-c3ccccc32)cc1	2%	-9%	-8%	i	11	-0.6	10%	?	-6%
COc1cc(CN2C[C@@H](CO)O[C@@H](n3cnc4c(Nc5ccccc5)ncnc43)C2)cc(OC)c1OC	4%	-2%	0%	-19%	-8	-0.4	5%	-7%	-26%
CC1(c2nnc(-c3ccccc3)o2)CC(c2ccccc2)=NO1 (stereo not given)	21%	6%	5%	-26%	-2	2.0	-4%	5%	-3%
CCOC(=O)N1CCN(C(=O)COC(=O)c2ccc(Cl)nc2)CC1	-1%	-1%	4%	i	-4	-1.4	-8%	14%	7%
COc1cc2c(cc1OC)C(NC(=O)C(F)(F)F)C/C2=N\O (stereo not given)	4%	-14%	15%	i	-2	1.3	7%	14%	-7%

compound	GLP1R ag	PLK1 PBD block	EPAC1 antagonist	PTHR1 agonist	PI5P4K alpha inh	IL-2 act	EPAC1 agonist	GLP1R inv ag	HEK293 tox
Cc1ccc2c(c1)C1CN(C)CCC1N2S(=O)(=O)c1ccc(Oc2ccc([N+](=O)[O-])cc2)cc1 (stereo not given)	-6%	0%	?	-11%	-1	-4.1	-8%	11µM*	?
O=C(CN(C(=O)CSc1nc2ccccc2o1)c1ccccc1F)NC1CCCCC1	-9%	-13%	-25%	-22%	1	-1.2	14%	-12%	0%
O=C(c1ccccc1)c1cc([N+](=O)[O-])ccc1N1CCCC1	0%	-10%	-2%	-29%	-1	-0.4	7%	13%	?
CC(C)CC1C(=O)N(Cc2cn(CCC3OCCO3)nn2)CCS(=O)(=O)N1Cc1ccc(-c2ccc(F)cc2)cc1 (stereo not given)	-5%	6%	-8%	i	10	-4.9	-15%	?	-25%
Cc1ccc(F)cc1NC(=O)C1C2CCC(O2)C1C(=O)O (stereo not given)	-5%	4%	-16%	i	0	-0.4	-2%	14%	0%
COc1ccc(CN2C(=O)CN(C3CCCCCC3)C(=O)C2c2ccc(F)cc2)cc1 (stereo not given)	-19%	-8%	-1%	i	.	-2.5	4%	1%	5%
COC(=O)c1cnc(Nc2nc(C(N)COCc3ccccc3)cs2)nc1C(F)(F)F (stereo not given)	-4%	3%	-10%	-18%	8	-0.1	-21%	20%	2%
CC1(C)OC(=O)C(=CNc2ccccn2)C(=O)O1	1%	0%	15%	-15%	0	0.5	3%	6%	6%
CN(CC(=O)O)S(=O)(=O)c1ccc2[nH]c(=O)c(=O)[nH]c2c1	-3%	6%	-4%	-33%[inhibitor]	-3	-1.2	12%	5%	6%
CCOc1ccc(/C=N/NC(=O)Cc2ccccc2)cc1CN1CC2CC(C1)c1cccc(=O)n1C2 (stereo not given)	10%	3%	-6%	-14%	-4	-0.2	-9%	-14%	-9%
CCS(=O)(=O)N1CCC(C(=O)Nc2ccc(C(C)=O)cc2)CC1	1%	0%	21%	-19%	-6	0.5	0%	5%	-6%
O=C(C1CC1)N1CCCN(C(=O)C2CC2)CC1	-2%	-13%	7%	-22%[57.5 µM]	-7	1.3	6%	11%	-7%
COc1ccc(-c2ccc3c(c2)S(=O)(=O)c2cccc(C(=O)N4CCN(C5CCCCC5)CC4)c2C3=O)cc1OC	13%	1%	-4%	i	-4	-0.6	-3%	8%	-12%
Cc1cccc2sc(NC(=O)c3ccc(Cl)s3)nc12	2%	-3%	3%	-23%	2	-2.4	12%	-7%	1%
CCc1ccc(CNC(=O)C2CCN(S(=O)(=O)N3CCCCC3)CC2)cc1	1%	-23%	-1%	-17%	3	-3.7	-2%	?	7%

compound	GLP1R ag	PLK1 PBD block	EPAC1 antagonist	PTHR1 agonist	PI5P4K alpha inh	IL-2 act	EPAC1 agonist	GLP1R inv ag	HEK293 tox
COc1ccccc1CNC(=O)N1CCN(S(=O)(=O)c2ccc(C)cc2)CC1	9%	1%	4%	-7%	2	1.1	-2%	6%	-2%
Cc1ccc(NC(=O)C/C(N)=N/OC(=O)Nc2cccc(Cl)c2)cc1	3%	-2%	8%	i	-2	-0.1	-4%	-17%	-9%
CC(=O)c1ccc(N2Cc3ccccc3C3(CCOCC3)C2=N)cc1	0%	2%	12%	i	1	0.4	-10%	12%	3%
CC1=C(C(=O)Nc2ccccc2)C(c2ccccn2)n2nc(CCCO)nc2N1 (stereo not given)	-4%	1%	3%	-6%	4	1.0	-14%	19%	-4%
C/C(=N/NS(=O)(=O)c1ccc(Br)cc1)c1ccc(NC(=O)c2ccc(C)o2)cc1	-18%	-12%	-17%	-7%	-11	2.6	5%	3%	-15%
CCc1ccccc1NC(=O)C1CCCN(c2ncccn2)C1 (stereo not given)	8%	-10%	27%	i	0	0.4	11%	-4%	1%
COCCN1C(=O)CCC1(C)C(=O)Nc1ccc2c(c1)OCCO2 (stereo not given)	0%	-5%	0%	-6%	4	-0.6	10%	20%	0%
Cc1ccc(/C=N/NC(=O)CNC(=O)Cc2ccccc2)o1	-4%	2%	12%	i	-1	-1.6	-7%	2%	1%
Cc1c(N/C=C/C(=O)C(F)(F)F)c(=O)n(-c2ccccc2)n1C	-1%	-9%	-2%	i	2	-0.3	5%	1%	13%
Cc1ccc(S(=O)(=O)N(CC(=O)N/N=C/c2cccc(Cl)c2)c2cccc3cccnc23)cc1	7%	-4%	-12%	-10%[57.5 µM]	-7	-0.3	-1%	0%	1%
COc1ccc(CCNC(=O)COC(=O)c2cnccn2)cc1	-9%	-8%	-13%	-2%[57.5 µM]	-2	0.5	3%	9%	17%

Screening data deposited in PubChem by National Center for Advancing Translational Sciences (NCATS).

Only part of the results is shown; count on the stated rates, not on these rows.
